Assay outcomes as filed in PubChem.
KCNH2 3.1 block: qHTS for Inhibitors of KCHN2 3.1: Mutant qHTS | Potassium voltage-gated channel subfamily H member 2, brain isoform KCNH2 3.1 (human) | U2OS KCNH2 3.1, thallium flux FluxOr; stronger effect = lower value | activity change, % (tested at about 1.8 µM) | 340,000 tested, 0.95% active | AID 720553, 2013;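 active = maximum activity change below -70%; inconclusive = maximum activity change from -70% to -50%; inactive = maximum activity change above -50%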;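 also: thallium influx rate constant from kinetic fluorescence after stimulation buffer; % is scaled to controls: 0 for no effect and ±100 for the full control effect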
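Normalized rate constant (relative to positive and negative DMSO controls) derived from a 2 min kinetic fluorescence read after stimulation; U2OS cells expressing the 3.1 isoform via virus at 1.77 x 10^8 /mL.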
TCR activator: Activators of T cell receptors: qHTS campaign; primary human leukocytes, anti-CD3, IL-2 HTRF, 48 h; Potency, µM (doses to about 9.22 µM), for the others: at the highest dose activation of IL-2 secretion, actives largely listed as activators; 330,000 tested, under 10 active; AID 504894, 2011; also: % of control where 0% means no effect
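Using a-CD3 beads without co-stimulation, primary human leukocytes were exposed to compounds for 48 hr. An HTRF IL-2 kit measured the cytokine, with europium-to-d2 energy transfer producing emission at 665nm upon 320nm excitation.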
hERG WT inh: qHTS for Inhibitors of KCHN2 3.1: Wildtype qHTS. AID 720551, 2013. activity change, % at 1.84 µM. U2OS, BacMam KCNH2, thallium flux FluxOr; stronger effect = lower value. 340,000 tested, 0.37% active;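 active = maximum activity change below -70%; inconclusive = maximum activity change between -70% and -50%; inactive = maximum activity change above -50%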; also: % is scaled to controls: 0 for no effect and ±100 for the full control effect
Target sequence (Q12809 whole entry, looked up): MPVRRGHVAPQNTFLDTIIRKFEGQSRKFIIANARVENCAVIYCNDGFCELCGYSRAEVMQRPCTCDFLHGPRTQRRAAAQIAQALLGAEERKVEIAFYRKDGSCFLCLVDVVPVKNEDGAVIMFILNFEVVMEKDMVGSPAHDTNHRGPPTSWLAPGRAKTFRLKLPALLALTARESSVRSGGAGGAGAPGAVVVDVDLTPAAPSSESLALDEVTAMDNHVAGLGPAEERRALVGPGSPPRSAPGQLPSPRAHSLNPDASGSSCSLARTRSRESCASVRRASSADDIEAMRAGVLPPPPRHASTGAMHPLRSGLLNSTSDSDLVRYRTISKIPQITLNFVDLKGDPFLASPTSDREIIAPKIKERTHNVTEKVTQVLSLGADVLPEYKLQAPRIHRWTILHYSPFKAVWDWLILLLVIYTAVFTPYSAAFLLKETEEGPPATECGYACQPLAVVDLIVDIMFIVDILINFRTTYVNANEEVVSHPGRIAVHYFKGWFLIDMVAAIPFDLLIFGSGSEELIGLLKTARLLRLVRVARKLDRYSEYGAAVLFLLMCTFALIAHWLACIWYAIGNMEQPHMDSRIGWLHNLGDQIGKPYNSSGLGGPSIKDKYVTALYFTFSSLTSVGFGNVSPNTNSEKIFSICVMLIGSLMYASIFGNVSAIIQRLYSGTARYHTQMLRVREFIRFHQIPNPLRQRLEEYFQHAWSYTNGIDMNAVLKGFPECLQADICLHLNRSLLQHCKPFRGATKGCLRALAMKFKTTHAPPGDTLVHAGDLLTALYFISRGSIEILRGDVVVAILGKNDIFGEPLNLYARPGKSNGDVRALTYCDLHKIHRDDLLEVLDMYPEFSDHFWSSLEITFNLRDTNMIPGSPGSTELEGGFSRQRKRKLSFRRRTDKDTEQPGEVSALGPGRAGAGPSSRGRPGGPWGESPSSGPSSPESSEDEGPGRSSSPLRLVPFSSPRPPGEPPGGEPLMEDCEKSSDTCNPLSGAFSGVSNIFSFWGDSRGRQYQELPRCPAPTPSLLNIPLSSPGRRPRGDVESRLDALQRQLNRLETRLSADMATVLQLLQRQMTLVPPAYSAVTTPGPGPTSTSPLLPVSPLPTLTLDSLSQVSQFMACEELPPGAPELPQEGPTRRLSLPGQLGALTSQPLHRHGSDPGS
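U2OS cells were transduced with wild-type KCNH2 virus (2.03 x 10^8 / mL) for 4 h at room temperature, then cultured overnight at 37 C. Thallium flux was read with FluxOr dye. Rate constants were normalized to DMSO controls.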
ELG1 DNA repair: qHTS screen for small molecules that inhibit ELG1-dependent DNA repair in human embryonic kidney (HEK293T) cells expressing luciferase-tagged ELG1. HEK293T ELG1-luciferase reporter, luminescence, 16 h; DNA damage induced by 5-fluorouridine. Potency, µM (series often up to 46.1 µM), for inactives: at the top dose activity change, negative = inhibition, usual class: inhibitors. 330,000 tested, 2.3% active; also: potency is read from the fitted curve at half-maximal effect; % is scaled to controls: 0 for no effect and ±100 for the full control effect; nearly all actives have a fitted effect of over 55% in size
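5-Fluorouridine DNA damage + compound/DMSO, 2,000 cells/well, 16 h, 37 °C/5% CO2. ONE-Glo, 30 min RT, luminescence. Readout = decrease in reporter signal.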
USP2a inh: qHTS Assay for Inhibitors of Ubiquitin-specific Protease USP2a Using CHOP2 as the Reporter; Ubiquitin carboxyl-terminal hydrolase 2 (Homo sapiens), O75604; Potency, µM (series often up to 38.3 µM), without a hit: at the highest dose activity change, negative = inhibition, most hits filed as inhibitors; 330,000 tested, 0.01% active; USP2 core, Ub-CHOP2 coupled fluorogenic reporter, 485/531;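 also: potency is read from the fitted curve at half-maximal effect; plate controls were DMSO wells for no effect and full inhibition by NEM control for full effect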
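Deubiquitinase activity read as fluorescence (485/531 nm) after Ub-CHOP2 cleavage activates the enterokinase reporter on its substrate; USP2 core 10nM, Ub-CHOP2 and substrate 25nM each, 30min compound preincubation then 60min RT; data normalized to NEM, curves fitted.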
Eya2 inh: qHTS Assay for Inhibitors of the Phosphatase Activity of Eya2; recombinant Eya2, OMFP fluorescence dephosphorylation (OMFP is methylfluorescein phosphate); 330,000 tested, 0.006% active; AID 488837, 2010; Protein phosphatase EYA2 (Homo sapiens), O00167; Potency, µM (top dose mostly 76.9 µM), for the others: at the highest dose activity, negative = inhibition, usual class: inhibitors; also: potency is read from the fitted curve at half-maximal effect; % is scaled to controls: 0 for no effect and ±100 for the full control effect
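Eya2 protein (added as 0.2 uM solution) was preincubated with compound for 10 min at ambient temperature in 50 mM HEPES pH 7.5, 50 mM NaCl, 5 uM MgCl2, 0.05% BSA, 1 mM DTT. OMFP (added at 50 uM) then reacted 10 min; fluorescence read at 485/525 nm.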
TSHR antagonist: Antagonists of the Thyroid Stimulating Hormone Receptor: HTS campaign; Thyrotropin receptor (Homo sapiens), P16473; TSHR-expressing cells, TSH-stimulated cAMP HTRF, 2 h; stronger effect = lower value; activity change, negative = inhibition, % at 11.5 µM; 330,000 tested, 0.2% active;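 active = activity change below a set negative limit, meaning inhibition stronger than a set level, cut at about -70% in these data; inconclusive = activity change between two set negative limits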; also: % is scaled to controls: 0 for no effect and ±100 for the full control effect
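Antagonism was scored as loss of TSH-driven cAMP in TSHR cells, stimulated with 4nM TSH (EC80) for 2 hours at 37 deg C and detected by homogeneous HTRF competition immunoassay.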
TRPV1 agonist: HTS Assay for Compounds that Act as Agonists of the Vanilloid Receptor 1; 320,000 tested, 0.19% active; activation, % at 8.33 µM; TRPV1-expressing cells, Fluo-8 calcium influx, agonist mode; in the data active = activation above about 80%; inconclusive = between about 30% and that limit; also: 0% is about no effect
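Cells expressing TRPV1 were dye-loaded with Fluo-8 and read kinetically: 10 s baseline, 3 min after compound (agonist portion), then 2 min after EC20 capsaicin (allosteric enhancer portion). Calcium-bound dye fluorescence at 480/520 nm.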
Mito fusion act: qHTS Assay for Small Molecule Inhibitors of Mitochondrial Division or Activators of Mitochondrial Fusion | Potency, µM (doses to about 46.1 µM), for inactives: at the highest dose growth rescue (activation), actives largely listed as activators | 320,000 tested, 0.23% active | S. cerevisiae fusion-defective mutant growth rescue, CellTiterGlo 48 h;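 also: potency is read from the fitted curve at half-maximal effect; % of control where 0% means no effect; nearly all actives have a fitted effect of over 45% in size; temperature-sensitive fusion mutants such as fzo1-1 at 37 °C on non-fermentable ethanol glycerol medium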
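Luminescent cell viability in 1536-well qHTS format served as the measure of rescued growth in ts fusion-mutant S. cerevisiae cultured on non-fermentable YPEG for 48 hours at 37C.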
AT treatment: qHTS Assay for Identifying a Potential Treatment of Ataxia-Telangiectasia | […] A-T fibroblasts, KAP-1 phosphorylation AlphaLISA; neocarzinostatin DNA damage 30 min before lysis | Potency, µM (titrated, usually from 57.5 µM), for the others: at the highest dose activation, usual class: activators | 320,000 tested, 0.19% active | AID 485349, 2010; also: potency is read from the fitted curve at half-maximal effect; % of control where 0% means no effect; nearly all actives have a fitted effect of over 45% in size
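hTERT-immortalized A-T patient fibroblasts ([…]), 500 cells/well in OPTI-MEM, 1% FBS, got compounds for 60 min, then NCS for 30 min at 37C. Lysates were then assayed for phospho-KAP-1 by AlphaLISA (anti-pKAP1 donor, anti-KAP1 acceptor beads), 6 hr at 25C.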
Numbers without * were called inactive; ? = inconclusive; · = no result given; [ ] = another dose, or the depositor's remark. Unless noted, calls follow the shape of the dose curve; as a rule, active = well fitted curve in the direction sought with a large enough effect; inconclusive = small, poorly fitted or top-dose-only effect, or another doubt; inactive = no such curve, though single readings can be large; an effect the other way counts as inactive or inconclusive.

#	canonical_smiles	KCNH2 3.1 block	TCR activator	hERG WT inh	ELG1 DNA repair	USP2a inh	Eya2 inh	TSHR antagonist	TRPV1 agonist	Mito fusion act	AT treatment
1	O=C(NNC(=O)c1cnccn1)c1ccc(Cl)c(Cl)c1	6.0	7.2%	33.2	?	-12.3%	4.3%	5.4	1.2	1.1%	0.7%
2	NC(=O)CSc1nnnn1CC(CC(=O)O)c1ccccc1 (stereo not drawn)	-9.2	-9.8%[46.1 µM]	-10.5	2.9%	-5.3%	-16.3%	-9.2	-9.2	-0.7%	13.6%
3	N=c1sccn1CC(=O)Nc1ccccc1Oc1ccccc1	-25.8	2.8%	43.1	13.6%	-6.3%	-8.1%	4.2	?	-1.4%	·
4	Clc1ccc(-c2onc3c2CCCC3)cc1	13.7	0.5%	2.2	28.7%	-1.3%	6.6%	-7.7	?	-1.2%	4.2%
5	Cc1[nH]c2ccccc2c1C(=O)CSC(=S)N1CCN(C)CC1	15.0	1.7%	-1.2	?	-5.8%	-4.6%	9.0	10.1	-3.4%	-2.8%
6	CCOc1ccc(NC(=O)CN(C)C(=O)c2cc(S(=O)(=O)N3CCCCC3)ccc2Cl)cc1OCC	19.9	·	-1.7	-2.5%	0.4%	8.3%	13.6	-0.1	-4.0%	6.9%
7	COc1ccccc1N1CCN(C(=O)c2cc(-c3ccc(C)cc3)on2)CC1	-2.5	-0.6%	-17.1	?	-9.0%	-23.7%	-31.7	-6.8	29.9%	4.7%
8	Cc1cc(NCC2CCCCC2)nc2ccccc12	14.9	0.2%	-1.3	4.2%	-0.2%	-3.0%	13.2	29.3	-23.3%	5.5%
9	O=[N+]([O-])c1ccc(N2CCN(S(=O)(=O)c3ccc4ccccc4c3)CC2)cc1NCc1ccco1	6.9	-18.3%	-15.4	?	-0.9%	4.2%	4.1	-1.4	-0.5%	-24.0%
10	CCc1ccccc1NC(=O)CSc1nc2n[nH]c(C)c2c(=N)n1-c1ccc(OC)cc1	-13.2	-3.1%	-26.9	-25.3%	-5.6%	4.9%	-9.5	-1.3	-0.9%	3.0%
11	CC(=O)c1c(N2CCN(c3cccc(Cl)c3)CC2)nc(=S)n(-c2ccccc2)c1C	-23.7	3.2%	6.9	-12.9%	-0.6%	-9.4%	0.7	14.7	-15.7%	-3.8%
12	CC(C)(C)n1nc2c(c1NC(=O)CCCc1ccccc1)CS(=O)C2 (stereo not drawn)	-1.6	9.2%	5.5	3.4%	-0.2%	-12.1%	-5.5	-1.9	-0.8%	7.5%
13	Cc1ccc(S(=O)(=O)NC(CC(N)=O)C(=O)O)cc1 (stereo not drawn)	0.7	-3.3%	8.7	8.0%	0.3%	25.5%	7.7	-0.6	-2.3%	7.1%
14	COc1ccc2cc(/C=N/NC(=O)CN(c3ccccc3)S(=O)(=O)c3ccccc3)c(Cl)nc2c1	·	?	·	?	-1.7%	1.9%	-5.7	-3.5	-7.5%	-7.7%
15	N#C/C(=C\c1cccs1)C(=O)Nc1ccccn1	-11.0	0.4%	-20.2	?	-0.4%	-1.0%	-2.4	-0.2	-2.1%	-4.6%
16	CCOc1ccc(NS(=O)(=O)c2cccc(C(=O)N(C)Cc3ccco3)c2)cc1	-2.6	4.0%	-2.9	-7.5%	1.2%	1.9%	13.7	1.7	-0.1%	2.9%
17	CCOc1ccc(OCc2ccc(C(=O)N/N=C(\C)c3ccccn3)cc2)cc1	-11.7	0.6%	-72.2*	?	3.8%	-7.2%	-8.6	5.6	9.4%	3.9%
18	COc1ccc(/C=C(\C#N)C(=O)NCC(c2ccc(F)cc2)N2CCOCC2)cc1 (stereo not drawn)	6.8	2.9%	-47.2	-18.4%	0.0%	-18.6%	5.2	3.4	-8.6%	16.9%
19	CCCc1cc(=O)[nH]c(SCC(=O)c2c[nH]c3ccccc23)n1	3.8	-5.2%	-8.3	13.0%	2.0%	-0.8%	1.6	-2.0	21.5%	-0.3%
20	CN(CC(=O)Nc1ccccc1C(=O)NC1CC1)Cc1ccc(Cl)s1	-15.4	5.3%	-0.4	-26.0%	0.3%	-13.0%	13.8	?	-5.7%	-6.3%
21	Cc1nc2sc3c(c2c(=O)n1NC(=O)CCBr)CCCC3	13.2	-1.3%	-8.4	15.7%	-0.3%	-4.2%	9.7	2.6	-4.9%	5.9%
22	CC(C)(C)C(=O)Nc1ccc(Oc2ccc3c(c2)C(=O)N(c2ccc(O)cc2)C3=O)cc1	17.2	0.2%	-22.1	-23.0%	3.9%	1.3%	-9.7	-1.4	1.2%	1.5%
23	CC(C)Oc1ccc(CCNC(=O)C2CCC(=O)N(Cc3cccc(F)c3)C2)cc1 (stereo not drawn)	-4.9	12.4%	1.0	21.0%	-1.4%	-1.2%	-21.6	10.4	-4.0%	0.8%
24	CCCn1c(N)c(N(CCOC)C(=O)c2ccc(Cl)c([N+](=O)[O-])c2)c(=O)[nH]c1=O	0.4	0.7%	5.7	10.9%	0.1%	-2.9%	-5.0	-0.5	-1.8%	-0.7%
25	O=C(/C=C/c1c(Cl)nc2ccccn12)Nc1ccc(F)cc1	-12.7	2.0%	5.2	-16.6%	0.3%	0.4%	-17.8	14.4	-2.7%	4.2%
26	CCOc1ccc(C2CC(=O)c3c([nH]c(C(=O)OC)c3C)C2)cc1OC (stereo not drawn)	8.7	2.5%	5.4	·	·	·	·	6.0	-1.7%	·
27	CN=C1N(C)C[C@@H]2[C@@H]3C(=O)N(C)C(=O)[C@@H]3[C@](Cc3ccccc3)(C(=O)OC)N12	-6.1	2.5%[46.1 µM]	-4.7	10.3%	0.4%	-0.4%	22.8	·	·	13.7%
28	COc1ccc(-c2ccc(-c3noc(-c4cccs4)n3)c(OC)n2)cc1	-2.9	2.5%	5.8	?	-2.8%	-25.0%	-13.4	-3.0	2.8%	5.5%
29	COc1cc(/C=N/NC(N)=S)cc(Br)c1OCc1ccccc1F	1.6	2.6%[46.1 µM]	-2.6	23.1µM*	5.5%	-13.2%	-1.7	10.2	2.2%	·
30	CC1CN(C(=O)N2c3ccccc3Sc3ccccc32)CC(C)O1 (stereo not drawn)	-0.4	2.3%[46.1 µM]	2.8	12.5%	-4.8%	-7.7%	-0.4	?	17.2%	14.4%

Random excerpt: 2 entries already listed, in no set order.
#	canonical_smiles	KCNH2 3.1 block	TCR activator	hERG WT inh	ELG1 DNA repair	USP2a inh	Eya2 inh	TSHR antagonist	TRPV1 agonist	Mito fusion act	AT treatment
9	O=[N+]([O-])c1ccc(N2CCN(S(=O)(=O)c3ccc4ccccc4c3)CC2)cc1NCc1ccco1	6.9	-18.3%	-15.4	?	-0.9%	4.2%	4.1	-1.4	-0.5%	-24.0%
21	Cc1nc2sc3c(c2c(=O)n1NC(=O)CCBr)CCCC3	13.2	-1.3%	-8.4	15.7%	-0.3%	-4.2%	9.7	2.6	-4.9%	5.9%

Additional results follow.
#	canonical_smiles	KCNH2 3.1 block	TCR activator	hERG WT inh	ELG1 DNA repair	USP2a inh	Eya2 inh	TSHR antagonist	TRPV1 agonist	Mito fusion act	AT treatment
31	OC1(c2cccc(C(F)(F)F)c2)CCN(Cc2nnnn2CCc2ccccc2)CC1	-0.9	-11.4%[46.1 µM]	-0.4	?	2.4%	0.2%	-9.5	-1.9	9.3%	0.3%
32	O=S(=O)(c1ccc(F)c(F)c1)N1CCN(S(=O)(=O)c2cccs2)CC1	·	1.5%	-13.3	16.5%	0.2%	0.7%	11.9	22.2	-2.1%	-0.7%
33	COCCN(C(=O)COC(=O)/C=C/c1ccc(C(F)(F)F)cc1)c1c(N)n(Cc2ccccc2)c(=O)[nH]c1=O	21.7	3.9%	-20.5	5.7%	1.3%	-8.4%	12.1	0.1	-3.3%	14.3%
34	Cc1cccc(NC(=O)COC(=O)CCc2ccccc2)c1C	-4.8	2.2%	-11.4	-9.4%	0.9%	3.3%	2.1	9.1	2.6%	6.8%

This is a subset. The share of hits here may be higher or lower than overall.
